Screening data as filed in PubChem BioAssay.
D3 ag: activates the human D3 dopamine receptor | P35462 | D3R DiscoveRx beta-arrestin cells, luminescence, 90 min | max activation, % | 410,000 tested, 0.58% active; in the data active = max activation above about 30%; note: 0% is about no effect; mostly tested at two doses, the higher about 12 µM
Target sequence (P35462 whole entry, looked up): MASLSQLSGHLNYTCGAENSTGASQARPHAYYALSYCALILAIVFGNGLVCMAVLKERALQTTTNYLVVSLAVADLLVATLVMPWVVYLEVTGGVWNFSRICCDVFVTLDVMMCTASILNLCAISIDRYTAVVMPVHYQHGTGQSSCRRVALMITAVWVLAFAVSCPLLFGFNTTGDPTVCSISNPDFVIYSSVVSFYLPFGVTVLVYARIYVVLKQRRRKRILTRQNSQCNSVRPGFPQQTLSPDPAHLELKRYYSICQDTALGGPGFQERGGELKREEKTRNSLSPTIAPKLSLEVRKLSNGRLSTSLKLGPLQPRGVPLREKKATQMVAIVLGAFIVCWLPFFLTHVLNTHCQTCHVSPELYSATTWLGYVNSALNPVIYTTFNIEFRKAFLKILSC
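Cells at 1500/well, incubated overnight, then treated with pinned compounds (dopamine as control) for 90 min at 37 degrees C. DiscoveRx reagent added for 30 - 60 minutes at room temperature; luminescence read.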
TDP-43 yeast inh: rescues yeast growth from TDP-43 toxicity; TDP-43 expressing yeast growth rescue, BacTiter-Glo, 24 h; Potency, µM (highest dose often 46.1 µM), for the others: at the top dose growth rescue (activation), most hits filed as activators; 410,000 tested, 1.8% active; AID 652104; note: potency is the fitted concentration of half-maximal effect; % of control where 0% means no effect; nearly all actives have a fitted effect of over 50% in size
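Luminescence from BacTiter-Glo reports growth of TDP-43-expressing yeast after 24 hr at 30 deg C with compound. Cells were raffinose-pregrown to mid-log, then seeded in galactose medium at OD600=0.02.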
EPAC2 antag: antagonists of human EPAC2; 360,000 tested, 0.18% active; EPAC2 GEF exchange of Rap1B-BODIPY-GDP, fluorescence; Potency, µM (doses to about 114 µM), for inactives: top-dose activity, negative = inhibition, most hits filed as inhibitors; Q8WZA2; AID 720708; note: potency is the fitted concentration of half-maximal effect; % is set by controls: 0 for no effect and ±100 for the full control effect; nearly all actives have a fitted effect of over 45% in size; many of its hits are not listed in these tables
EPAC2 agonist: EPAC2 (human) agonism. Q8WZA2. EPAC2 activation, biochemical qHTS; response scale: 100% = 6.5 mM cAMP response. Potency, µM (top dose mostly 154 µM), for inactives: top-dose activation, usual class: activators. 360,000 tested, 0.079% active. AID 720711; note: potency is the fitted concentration of half-maximal effect; nearly all actives have a fitted effect of over 50% in size
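Readout is BODIPY fluorescence (480 nm excitation, 540 nm emission), which falls as labeled GDP is exchanged off Rap1B. EPAC2 at 100 nM acted on 250 nM RAP1B-BODIPY-GDP with 50 uM GDP present.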
DRD3 antagonist: blocks the human D3 dopamine receptor; P35462; D3R cells, DiscoveRx beta-arrestin luminescence, antagonist mode; stronger effect = lower value; max response, negative = inhibition, %; 360,000 tested, 2.5% active; AID 652054; in the data active = max response below about -50%; inconclusive = no clear call, values can overlap the other calls; note: % is set by controls: 0 for no effect and ±100 for the full control effect; mostly tested at two doses, the higher about 12 µM
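Cells plated overnight at 1500 cells/well, then exposed to library compounds with dopamine controls for 90 minutes at 37 degrees C. DiscoveRx reagent added for 30–60 minutes at room temperature; luminescence read, quantitative HTS format.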
FUS suppressor: suppressors of FUS proteinopathy in yeast; S. cerevisiae FUS-expressing, growth rescue, OD600, 24 h; Potency, µM (top dose mostly 76.6 µM), for the others: at the highest dose growth rescue (activation), actives largely listed as activators; 390,000 tested, 0.24% active;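 note: potency is the fitted concentration of half-maximal effect; plate controls were DMSO vehicle for no effect and reference control for full effect; nearly all actives have a fitted effect of over 55% in size; some results filed as inactive show a strong effect at the top dose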
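Read-out: OD at 600 nm after 24hr at 30C, reporting rescue of FUS-induced yeast toxicity. Cells at OD 0.005 in galactose (2%) minimal medium; compounds tested in a dilution series; CP55940 titration from 92uM final as control.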
aSyn yeast inh: rescues yeast growth from alpha-synuclein toxicity | 370,000 tested, 0.14% active | Yeast expressing alpha-synuclein, growth rescue, BacTiter-Glo, 24 h | Potency, µM (doses to about 46.1 µM), inactives show at the top dose growth rescue (activation), actives largely listed as activators | AID 652106; note: potency is the fitted concentration of half-maximal effect; % of control where 0% means no effect; nearly all actives have a fitted effect of over 65% in size
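Rescue of yeast growth: cells expressing toxic alpha-synuclein, induced in galactose at OD600 0.02, incubated with compound 24 h at 30 C. ATP luminescence quantified growth; inhibitors of toxicity appear as activators.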
Abeta rescue: compounds reversing amyloid beta toxicity in yeast; AID 1347071; Potency, µM (titrated, usually from 46.1 µM), for inactives: top-dose growth rescue, actives largely listed as activators; 410,000 tested, 0.063% active; yeast expressing A-beta42, growth rescue, OD600, 48 h; response scale: 0% DMSO, 100% iron-clioquinol control; note: potency is the fitted concentration of half-maximal effect; nearly all actives have a fitted effect of over 55% in size
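Growth rescue measured by 600 nm absorbance after 48 h yeast culture at 30 C with compound. Values normalized between DMSO and an equimolar ferric chloride plus clioquinol control.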
The depositor's hits bear a star; ? = inconclusive; / = no result given; [ ] = dose if it differs, or a comment. Unless noted, calls come from the whole dose curve; as a rule, active = well fitted curve in the direction sought with a large enough effect; inconclusive = small, poorly fitted or top-dose-only effect, or another doubt; inactive = no such curve, though single readings can be large; an effect the other way counts as inactive or inconclusive. Only part of the results is shown; count on the stated rates, not on these rows.

SMILES	D3 ag	TDP-43 yeast inh	EPAC2 antag	EPAC2 agonist	DRD3 antagonist	FUS suppressor	aSyn yeast inh	Abeta rescue
O=C(NC1(C(F)(F)F)C(=O)Nc2c1c(=O)[nH]c(=O)n2CCc1ccccc1)c1ccc(Cl)cc1 (stereo unspecified)	13	24%	/	/	/	-19%	/	10%
O=S(=O)(CCN1CCN(c2ccccc2O)CC1)c1ccc(Cl)cc1	6	15%	-11%	2%	15	6%	1%	-9%
N#C/C(=C\N1CCOCC1)c1ccccc1	4	-19%	3%	-2%	15	-4%	-8%	1%
CCCn1ccc2c(OCC(=O)Nc3cc(C)ccc3C)cccc2c1=O	8	?	/	/	/	?	/	-27%
O=C(Nc1ccc(C(F)(F)F)cc1)c1cc(S(=O)(=O)NC2CCCCC2)ccc1F	-1	?	/	/	/	17%	/	?
O=C(CN(c1ccc(F)cc1)S(=O)(=O)c1ccccc1)N1CCOCC1	-4	15%	0%	4%	0	7%	2%	12%
Cc1ccc(C(=O)NCN2CCN(c3ccc(F)cc3)CC2)cc1	-14	4%	-4%	1%	?	13%	-2%[1.84 µM]	9%
CCc1nnc2c(N3CCN(c4cccc(C(F)(F)F)c4)CC3)nc3ccccc3n12	-14	-6%	/	/	/	-4%	/	-8%
COc1cccc(NC(=O)N2CCc3nc(NCc4cccc(Oc5ccccc5)c4)ncc3C2)c1	-14	21%	25%	4%	-1	?	?	28%
Cc1nc2ccccn2c(=O)c1NC(=O)c1ccc2c(c1)OCO2	0	29%	2%	-1%	14	-10%	-6%	5%
COc1cc(/C=C/c2ccc3c([N+](=O)[O-])cccc3n2)ccc1OCC(=O)O	1	5%	-13%	-2%	-8	-14%	-5%	-1%
O=C(Nc1ccccc1)O/N=C1/CCCc2occc21	-2	?	-4%	6%	-2	12%	-10%	-15%
COCCN(C(=O)CSc1nc(N)cc(=O)[nH]1)c1c(N)n(Cc2ccccc2)c(=O)[nH]c1=O	-11	-24%	8%	3%	-9	12%	4%	-6%
Cc1ccccc1-n1c(SCC(=O)N/N=C/c2sccc2C)nc2ccccc2c1=O	6	0%	5%	0%	-3	/	7%	-4%
COCCn1nnnc1CN1CCC(C)CC1	-1	-1%	5%	0%	12	-13%	1%	-4%
CC(C)(C)c1nn(-c2ccccc2)c2[nH]c(=O)c(CNCc3ccco3)cc12	-18	?	-3%	1%	-17	24%	4%	4%
CC1(C(=O)NS(=O)(=O)C2CC2)CCCN(C(=O)c2cccc(OC(F)(F)F)c2)C1 (stereo unspecified)	6	13%	13%	-1%	-5	-12%	2%	-4%
O=C(Nc1ccc(F)cc1)c1ccccc1	10	1%	8%	6%	?	15%	-11%	1%
COc1ccc(-n2ncc3c2CC(C)(C)CC3NC(=O)CCc2c(C)nn(C)c2C)cc1 (stereo unspecified)	5	4%	-9%	-2%	10	7%	5%	12%
CCCCOc1nc(N2CCOCC2)nc(C)c1[N+](=O)[O-]	7	-4%	-19%	-1%	-6	5%	19%	-16%
Cc1ccc(S(=O)(=O)N2CCC(C(=O)N[C@H](C(=O)NCc3ccco3)C(C)C)CC2)cc1	-2	21%	-4%	-1%	20	8%	5%	3%
CC(C)c1c(Cl)c(O)c(-c2ccccc2)c(=O)n1-c1ccc(F)cc1	5	17%	5%	2%	16	/	2%	-10%
CC(C)(CCl)C(=O)Nc1ccc(C(F)(F)F)cc1	-3	-9%	-5%	5%	-18	7%	-7%	15%
CCCCSc1nnc2n(-c3ccc(OC)cc3)c(=O)c3c4c(sc3n12)COC(C(C)C)C4 (stereo unspecified)	-3	8%	/	/	/	16%	/	-14%
COc1ccccc1CNC(=O)C1CC(c2c(Cl)cccc2Cl)=NO1 (stereo unspecified)	15	0%	12%	11%	-3	8%	4%	-31%[inhibitor]
Cc1cccc(C(=O)OCc2cc(=O)n3nc(C4CCCCC4)sc3n2)c1	5	0%	/	/	/	18%	/	-8%
Nc1c(C(=O)NCc2ccco2)nnn1CC(=O)Nc1ccccc1	6	-3%	8%	-5%	1	40µM*	-7%	4%
CCCCN(C(=O)c1cc(Cl)nc2ccccc12)c1c(N)n(Cc2ccccc2)c(=O)[nH]c1=O	-7	0%	7%	-1%	-24	17%	-2%	-2%
COc1ccc(S(=O)(=O)N2CCc3ccccc32)cc1C(=O)N1CCC(C)CC1	-11	-12%	2%	5%	20	30%	-2%	0%
O=C(CSc1ccc2nnc(-c3cccc(F)c3)n2n1)NCc1ccco1	3	-11%	-2%	4%	9	22%	0%	13%
O=S(=O)(c1ccc(N2CCCC2c2nc3ccccc3s2)nc1)N1CCOCC1 (stereo unspecified)	2	6%	-3%	4%	-4	?	10%	5%
C[C@H]1CN([C@@H](C)CO)C(=O)CCCn2cc(nn2)CO[C@@H]1CN(C)C(=O)Nc1ccc(-c2cccs2)cc1	-5	16%	6%	2%	-26	6%	0%	-11%
Cc1ccc2c(c1)N(CCC(=O)NC1CCCCC1)C(=O)CO2	7	10%	4%	-6%	3	-3%	-6%	9%
CCOC(=O)[C@]12CCC=C1N(Cc1cccc3ccccc13)C(=O)[C@H](CC(=O)NCc1ccc(OC)c(OC)c1)C2	6	?	-10%	6%	24	?	8%	13%
CCn1c(SCc2nc3ccccc3c(=O)[nH]2)nnc1C(C)NC(=O)c1ccccc1F (stereo unspecified)	9	-1%	11%	5%	-10	-6%	2%	-8%
O=C(CSc1nnc(-c2ccccc2)n1-c1ccccc1)c1cccs1	3	30%	0%	0%	12	/	-1%	26%
Cn1cnnc1SCC(=O)NC1CCCC1	3	0%	5%	7%	0	30%	0%	19%
O=C(N/N=C/c1ccc([N+](=O)[O-])o1)c1cn(-c2ccccc2)nc1-c1ccc(F)cc1	17	-8%	9%	-7%	12	12%	0%	-10%
Cc1nn(Cc2ccccc2)c(C)c1NC(=O)CCC(=O)O	-10	-11%	17%[57.1 µM]	19%	-14	-17%	0%	-13%
O=C(CN1C(=O)/C(=C/c2ccccc2F)Oc2ccccc21)N1CCN(c2ccccn2)CC1	-10	3%	-7%	11%	15	3%	6%	11%
O=C(CSc1ncn[nH]1)NCCCc1ccccc1	11	1%	6%	7%	0	-9%	0%	-5%
Cc1noc(C)c1C(c1ccccc1)c1ccccc1	-13	-3%	?	12%	-16	7%	-5%	-1%
CCOC(=O)N1CCN(C(=O)CSCC(=O)N=c2sc3cc(OC)ccc3n2C)CC1	0	4%	-3%	-1%	15	11%	0%	20%
CC(C)c1ccc(NC2CCCN(C(=O)c3cc(C(C)C)[nH]n3)C2)cc1 (stereo unspecified)	-6	0%	-17%	-13%	17	?	12%	-10%
O=S(=O)(Nc1ccc2[nH]ncc2c1)c1ccccc1Cl	-1	-3%	-1%	8%	-3	20%	0%	-3%
O=C(CN1C(=O)NC2(CCCC2)C1=O)Nc1nc2c(F)cc(F)cc2s1	-4	2%	-3%	0%	-20	13%	-3%	9%
O=C1NC[C@H](CCCCN2C[C@H](Cc3ccccc3)N(CCC3CCCCC3)C(=O)C2=O)N(Cc2ccccc2)C1=O	1	25%	-15%	-3%	5	6%	-1%	-3%
COc1ccc2c(C)c(C)c(=O)oc2c1OC	3	25%	-3%	-3%	5	-1%	2%	-5%
O=C(CN1CCc2cc3c(cc2C1)OCCCO3)Nc1ccc(F)cc1	-15	-10%	-3%	5%	-19	-15%	0%	-1%
C=CC[C@H](CC(=O)N(CCO)Cc1ccccc1)C(=O)NCCOC(=O)[C@H](CC=C)CC(=O)OC(C)(C)C	-16	6%	-10%	0%	-4	41%	0%	-10%
NC1=NC[C@H](Cc2ccccc2)N1CCCCC1CCCCC1	-33	-12%	?	7%	-15	0%	-30%	-48%[inhibitor]
CC(C)CN(CC(C)C)C(=O)CN1c2cccc3cccc(c23)S1(=O)=O	7	-12%	-11%	3%	3	34%	8%	6%
CCc1ccccc1NC(=O)c1cn(C)c(=O)c2ccccc12	-1	-6%	/	/	/	-15%	/	-18%
COc1ccc(/C=N/NC(=O)CNC(=O)c2ccc(S(=O)(=O)N3CCCC3)cc2)c(OC)c1	-1	-6%	4%[57.1 µM]	25%	0	-19%	0%	-9%
Cc1ccc(C)c(OCC(=O)Nc2cccc(C(=O)O)c2)c1C	0	?	-5%	5%	-29	3%	/	6%
O=C(NCCCCCc1nc2ccccc2[nH]1)c1ccccc1Cl	-3	3%	3%	5%	10	-24%	0%	24%
N#Cc1ccccc1NC(=O)COc1ccc2c(c1)OCO2	-6	6%	-1%	2%	-6	18%	-5%	-17%
O=C(CN1CCOc2ccccc21)N1CCC(Cc2ccccc2)CC1	-6	?	5%	22%	0	19%	28%	-14%
Cc1ccc(CNc2ccc(-c3nc(C(C)C)no3)cc2[N+](=O)[O-])cc1	2	16%	/	/	/	-2%	/	0%
O=C(Nc1nccs1)C1CCN(S(=O)(=O)c2ccc(F)cc2)CC1	-8	-6%	0%	2%	3	10%	4%	-15%

Following part:
SMILES	D3 ag	TDP-43 yeast inh	EPAC2 antag	EPAC2 agonist	DRD3 antagonist	FUS suppressor	aSyn yeast inh	Abeta rescue
Cc1c(C(=O)Nc2ccc(Br)cc2)cnn1C	1	?	12%	-2%	14	-2%	1%	7%
O=C(Cc1ccc(Cl)cc1)N/N=C1\CCCc2ccccc21	-21	-12%	8%	4%	?	-13%	7%	5%
CN(CC(=O)Nc1ccc(F)cc1)C(=O)COC(=O)CCN1C(=O)C2CC=CCC2C1=O (stereo unspecified)	-3	5%	5%	-3%	-7	5%	-1%	-3%
O=C(NN(C(=O)C1CC1)c1nc2ccccc2s1)C1CC1	2	16%	-3%	9%	1	9%	2%	-9%
COc1ccc(-c2cc(C(=O)NN)[nH]n2)cc1OC	1	11%	-6%	11%	-14	-17%	1%	-15%

Shown with two lines to a compound: entries from further up
The line under a structure holds: D3 ag	TDP-43 yeast inh	EPAC2 antag	EPAC2 agonist	DRD3 antagonist	FUS suppressor	aSyn yeast inh	Abeta rescue
- CN(CC(=O)Nc1ccc(F)cc1)C(=O)COC(=O)CCN1C(=O)C2CC=CCC2C1=O (stereo unspecified)
  -3	5%	5%	-3%	-7	5%	-1%	-3%
- O=C(NN(C(=O)C1CC1)c1nc2ccccc2s1)C1CC1
  2	16%	-3%	9%	1	9%	2%	-9%
- COc1ccc(-c2cc(C(=O)NN)[nH]n2)cc1OC
  1	11%	-6%	11%	-14	-17%	1%	-15%
